Compound activity deposited in PubChem by National Center for Advancing Translational Sciences (NCATS).
HCV inh – inhibitors of hepatitis C virus infection | actives 3.4% (n = 340,000) | Potency, µM (series often up to 41.8 µM), inactives show top-dose activity change, negative = inhibition, most hits filed as inhibitors | Huh7.5.1 HCVcc-Cre infection, luciferase reporter, 44 h; note: potency is the fitted concentration of half-maximal effect
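A cell-based infection assay in which seeded cells (1,000 per well) receive test compound after 4 h, are inoculated with HCVcc-Cre at approximately 0.5 moi, and are incubated 44 h before luminescence detection.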
AmpC detergent – inhibitors of E. coli AmpC beta-lactamase with detergent; P00811; AmpC hydrolysis of nitrocefin, absorbance 480 nm, 0.01% Triton; Potency, µM (titrated, usually from 114 µM), for the others: at the top dose activity change, negative = inhibition, hits mostly inhibitors; actives 0.041% (n = 370,000); AID 485294;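 note: potency is the fitted concentration of half-maximal effect; 0% = no-compound wells and -100% = no-enzyme wells; nearly all actives have a fitted effect of over 25% in size; some results filed as inactive show a strong effect at the top dose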
Target sequence (P00811 whole entry, looked up): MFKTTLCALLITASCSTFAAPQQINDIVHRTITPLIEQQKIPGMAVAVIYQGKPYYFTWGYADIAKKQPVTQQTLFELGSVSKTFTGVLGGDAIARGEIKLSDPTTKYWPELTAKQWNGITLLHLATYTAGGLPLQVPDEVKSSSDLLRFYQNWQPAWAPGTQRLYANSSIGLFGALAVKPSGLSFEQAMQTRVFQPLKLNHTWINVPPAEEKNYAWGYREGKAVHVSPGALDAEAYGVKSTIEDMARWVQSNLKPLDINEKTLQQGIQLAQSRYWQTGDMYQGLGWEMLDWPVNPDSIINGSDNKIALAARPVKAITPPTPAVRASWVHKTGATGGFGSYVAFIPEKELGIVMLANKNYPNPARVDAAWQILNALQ
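20 mM phosphate pH 7.0 + 0.01% (detergent screen) or 0.0001% Triton X-100; 5.3 nM AmpC reagent; cpd preinc 15 min RT; nitrocefin (800 uM stock) to start; A480 q20 s × 4 min; Activity was normalised to no-enzyme and no-compound control wells.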
HCMV inh – inhibitors of human cytomegalovirus. actives 4.5% (n = 410,000). activity change, negative = inhibition, % at 57.5 µM. HFF cells, HCMV-luciferase reporter, 72 h; hits give low values; in the data active = activity change below about -60%; inconclusive = no clear call, values can overlap the other calls; inactive = above about -39%
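Human foreskin fibroblasts infected with luciferase-reporter HCMV at MOI 1 PFU/cell, compounds at two doses. Luciferase measured 72 h post infection; normalized to buffer-only basal and Salinomycin (10uM) controls.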
AMA1-RON2 inh – AMA1-RON2 (P. falciparum) interaction inhibition; AlphaScreen AMA1-biotinylated RON2 peptide binding; Potency, µM (titrated, usually from 58.2 µM), inactives show at the top dose activity change, negative = inhibition, hits mostly inhibitors; actives 0.2% (n = 360,000);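 note: potency is the fitted concentration of half-maximal effect; 0% = vehicle wells and -100% = peptide control; nearly all actives have a fitted effect of over 45% in size; some results filed as inactive show a strong effect at the top dose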
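AMA1 (3D7) with his tag at 25 nM final met compounds first, then biotinylated RON2 peptide at 25 nM; detection used donor plus acceptor beads, 10 µg/mL apiece, read by AlphaScreen after 30 min at room temperature.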
Sm TGR inh – S. mansoni TGR enzyme inhibition. AID 485364. actives 3% (n = 360,000). Q962Y6. purified TGR, DTNB reduction, TNB absorbance 405 nm. Potency, µM (titrated, usually from 114 µM), for the others: top-dose activity change, negative = inhibition, most hits filed as inhibitors; note: potency is the fitted concentration of half-maximal effect; nearly all actives have a fitted effect of over 60% in size
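TGR 20 nM + NADPH 100 uM (dispensed conc.), cpd preinc 15 min RT; start with NADPH (500 uM addition) then DTNB (15 mM addition). Kinetic TNB absorbance, 405 nm filter. Four-parameter Hill fit across titration.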
FBPA Giardia inh – blocks Giardia fructose-bisphosphate aldolase activity | purified Giardia FBPA | Potency, µM (highest dose often 59.6 µM), inactives show top-dose activity, negative = inhibition, most hits filed as inhibitors | actives 0.71% (n = 290,000) | AID 2451; note: potency is the fitted concentration of half-maximal effect; nearly all actives have a fitted effect of over 55% in size
Target sequence (A8B2U2 whole entry, looked up): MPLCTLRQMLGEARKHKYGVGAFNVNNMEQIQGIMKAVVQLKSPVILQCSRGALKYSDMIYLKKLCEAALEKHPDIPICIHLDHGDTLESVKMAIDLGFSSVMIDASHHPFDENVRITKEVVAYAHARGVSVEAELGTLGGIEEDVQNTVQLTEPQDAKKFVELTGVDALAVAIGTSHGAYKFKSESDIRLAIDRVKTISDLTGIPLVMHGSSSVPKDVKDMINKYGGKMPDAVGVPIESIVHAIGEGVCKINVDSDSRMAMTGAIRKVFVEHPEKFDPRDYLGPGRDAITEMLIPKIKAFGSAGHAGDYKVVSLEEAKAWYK
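Giardia FBPA (40 nM reagent) was preincubated 10 min at RT with compound (up to 57.5 uM final), then substrate plus GAPDH/TPI/NAD/arsenate coupling system with diaphorase/resazurin was added; resorufin fluorescence (525/598 nm) was read after 20 min.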
An asterisk follows results filed as active; ? = inconclusive; . = no result given; & = joins results of further samples; ! = repeats disagree; [ ] = another dose, or the depositor's remark. Unless noted, calls come from the whole dose curve; as a rule, active = well fitted curve in the direction sought with a large enough effect; inconclusive = small, poorly fitted or top-dose-only effect, or another doubt; inactive = no such curve, though single readings can be large; an effect the other way counts as inactive or inconclusive. Unless noted, % is set by controls: 0 for no effect and ±100 for the full control effect.

structure | Sm TGR inh | HCV inh | HCMV inh | FBPA Giardia inh | AmpC detergent | AMA1-RON2 inh
CN(Cc1ccno1)Cc1cn(Cc2ccccc2)nc1-c1ccc2c(c1)OCO2 | 10% | ? | ? | -13% | -7% | -22%
COc1ccc(-c2[nH]c(-c3ccccc3)nc2SCC(=O)Nc2ccc3c(c2)OCCO3)cc1 | 7% | . | ? | . | 10% | .
Nc1c(-c2ccc(Cl)cc2)cnc2c(-c3ccc(F)cc3)cnn12 | -12% | 2% | 43 | -3% | -5% | 13%
Cc1onc(C(=O)NCc2cccs2)c1[N+](=O)[O-] | ? | 5% | 7 | 2% | 3% | -11%
Cn1cc([N+](=O)[O-])c(C(=O)NC2CCCCCC2)n1 | 0% | 4% | -3 | . | -14% | -2%
COc1ccc(CNC(=O)[C@H](Cc2c[nH]c3ccccc23)NC(=O)[C@@H]2Cc3ccccc3CN2)cc1 | -5% | -2% | . | ? | ? | 27%
O=C(Cc1c(F)cccc1Cl)Nc1cccnc1 | 2% | 3% | 19 | 1% | 4% | 4%
O=C(c1cc2ccccc2oc1=O)N1CCN(C(=O)C2CCCO2)CC1 (configuration not stated) | -1% | -5% | 24 | 0% | -4% | 31%[activator]
COc1ccc(-c2cc3n(n2)CCc2nc4ccccc4n2-3)cc1 | 4% | -9% | 81 | -1% | ? | -3%
Cc1oc2ccc(O)cc2c1C(=O)c1ccc(Cl)cc1 | -8% | ? | 11 | -25% | -7% | -10%
COc1cc([N+](=O)[O-])cc([N+](=O)[O-])c1NC(=O)N1CCOCC1 | ? | -6% | 17 | ? | ? | 0%
Nc1nnc(SCC(=O)NCCNC(=O)CSc2nnc(N)s2)s1 | 3% | -7% | -24 | . | -11% | 53%[activator]
C[C@]12CCC(=O)C=C1[C@H](O)C[C@@H]1[C@@H]2[C@@H](O)C[C@@]2(C)[C@H]1CC[C@]2(O)C(=O)CO | 7% | 3%[8.37 µM] | 13 | -6% | 2% | 21%
O=C(CN1C(=O)COc2ccccc21)NCCCN1CCN(c2ccccc2F)CC1 | 3% | 3% | 0 | . | 4% | 0%
O=c1[nH]cccc1-c1nc2ccccc2n1Cc1ccc(F)cc1 | -6% | 15% | -6 | -1% | -1% | -1%
CN(C)c1ccc(C(=S)N2CCOCC2)cc1Br | 0% | 18% | -25 | 0% | -10% | 1%
COc1ccccc1S(=O)(=O)Cc1ccc(C(=O)NC2CCCCC2)o1 | 40µM* | -6% | 45 | 0% | -2% | 31%[activator]
CC1CC(C)CN(CCCNC(=O)c2ccc3c(c2)NC(=O)C(N2CCCCC2)S3)C1 (configuration not stated) | 2% | ? | -31 | 3% | 2% | 0%
CCCc1ccc(NC(=O)C2CCN(c3cnccn3)CC2)cc1 | 7%&6% | ? | -64*! | . | 2%&6% | -7%
CC1CCN(C(=O)COC(=O)c2ccc(=O)n(Cc3ccccc3)n2)CC1 | -4% | 1% | -21 | . | 6% | -19%
CCn1c(SCC(=O)Nc2nc3ccccc3s2)nc2c(c1=O)SC(C)C2 (configuration not stated) | 7% | ? | -40 | 1% | 2% | -21%
CCCCOc1ccc(C(=O)N/N=C/c2cn[nH]c2-c2ccc(OC)c(OC)c2)cc1 | 1% | 12% | 56 | 5% | -11% | 36%[activator]
C/C(Cn1cnc([N+](=O)[O-])n1)=N\NC(=O)c1ccccc1F | . | 13% | 6 | . | . | 28%
CC(C)CC(=O)N(c1nnc(-c2cccnc2)s1)C1CCCC1 | 1% | 13% | -1 | 6% | -1% | 43%[activator]
CCc1ccc(NC(=O)CSc2nc3n[nH]c(C)c3c(=N)n2-c2ccccc2C)cc1 | 5% | . | ? | . | 3% | .
OC[C@H](O)[C@H](O)[C@@H](O)[C@@H](O)[C@@H]1SC(c2ccccc2)=NN1c1ccccc1 | ? | -21% | 0 | -20% | -2% | 49%[activator]
COc1ccc(C)cc1NC(=O)CN1CCN(S(=O)(=O)c2ccc(Cl)cc2)CC1 | 0% | ? | ? | -7% | 5% | 8%
Cc1cccc(NC(=O)c2ccc(S(=O)(=O)N3CCC(C)CC3)cc2)n1 | -22% | ? | -77* | . | -13% | 16%
O=Cc1cc(Cl)ccc1OCCN1CCC(Cc2ccccc2)CC1 | 2% | ? | -5 | ? | 1% | ?
C[C@H](NC(=O)N1CCn2c1nc1ccccc12)C(=O)NCC1CCCO1 (some centres not stated) | 0% | 9% | 3 | . | -1% | 91%[activator]
COc1cc(C(=O)NC2CCCC(C)C2C)ccc1OCC(=O)N1CCOCC1 (configuration not stated) | 5% | 13% | -18 | . | 7% | -6%
Cc1cc(C)n(-c2ccc(Cl)c(C(=O)NCc3ccccc3)n2)n1 | 0% | 6% | ? | 2% | -13% | 88%[activator]
CCOc1ccc(Nc2ncnc3c2cnn3-c2ccc(F)cc2)cc1 | 1% | . | 5 | . | 6% | .
O=C(COc1cccc([N+](=O)[O-])c1)NN1C(=O)c2ccccc2C1=O | 5% | -4% | 12 | -2% | -18% | -10%
CCC(=O)c1ccccc1OCCN1C(=O)NC(C)(C)C1=O | ? | 18% | 38 | 3% | -9% | 9%
O=C(CSc1nnc2ccc(-c3cccnc3)nn12)Nc1ccccc1 | -9% | -4% | -34 | . | -10% | 8%
CC1CCN(S(=O)(=O)c2ccc(NC(=O)CSc3ncccc3C(=O)O)cc2)CC1 | 9% | 2% | 10 | 13% | -8% | -1%
FC(F)Oc1ccc(-c2csc(NNC3=NCCCCC3)n2)cc1 | -1% | ? | -16 | ? | 8% | 19%
Cc1cc(C(=O)CSc2nc3ccc(Cl)cc3[nH]2)c(C)n1Cc1ccco1 | . | ? | -38 | . | . | 14%
CCCc1ccc(C(=O)NNc2ccccc2F)cc1 | -3% | 4% | 76 | 1% | 9% | -9%

Part of the list above in order of length of the SMILES, ascending.
structure | Sm TGR inh | HCV inh | HCMV inh | FBPA Giardia inh | AmpC detergent | AMA1-RON2 inh
CCCc1ccc(C(=O)NNc2ccccc2F)cc1 | -3% | 4% | 76 | 1% | 9% | -9%
CCC(=O)c1ccccc1OCCN1C(=O)NC(C)(C)C1=O | ? | 18% | 38 | 3% | -9% | 9%
FC(F)Oc1ccc(-c2csc(NNC3=NCCCCC3)n2)cc1 | -1% | ? | -16 | ? | 8% | 19%
CCOc1ccc(Nc2ncnc3c2cnn3-c2ccc(F)cc2)cc1 | 1% | . | 5 | . | 6% | .

Other structures:
structure | Sm TGR inh | HCV inh | HCMV inh | FBPA Giardia inh | AmpC detergent | AMA1-RON2 inh
CCO[C@H]1OC(C(=O)N2CCN(C)CC2)=C[C@@H](c2ccc(Br)cc2)[C@@H]1CCCO | -13% | 3% | -2 | 4% | -3% | -5%
Cc1ccc2cc(/C=C(\C#N)C(N)=O)c(N3CCCCC3)nc2c1 | -15% | 14µM* | 0 | -1% | -7% | 1%
Cc1cc2c(cc(C(=O)OC(C)C(=O)NCc3ccc(F)cc3)n2C)o1 (configuration not stated) | . | 2% | 10 | . | . | 0%
Cc1ccc(S(=O)(=O)NC2(C(F)(F)F)NC(=O)N(Cc3ccccc3)C2=O)cc1 (configuration not stated) | -19% | -7% | ? | . | 1% | -6%
O=C1CCc2cc(S(=O)(=O)N3CCCC3C(=O)N3CCN(c4ccccc4)CC3)ccc2N1 (configuration not stated) | -22% | 15% | 26 | 3% | ? | -3%
COC(=O)C1CN(S(=O)(=O)c2ccccc2)CCN1S(=O)(=O)c1ccccc1 (configuration not stated) | -13% | -14% | 1 | 0% | -14% | 41%[activator]
CC1(C(=O)N2CC3(CC(c4cccc(NC(=O)COc5ccc(Cl)cc5)c4)=NO3)C[C@@H]2C(N)=O)CC1 (some centres not stated) | -1% | ? | 23 | 0% | -1% | 4%
Cc1cc(N2CCN(C(=O)c3ccco3)CC2)n2ncc(-c3ccccc3)c2n1 | 1% | -3% | 210 | 14% | ? | 28%
COc1cccc(CNC(=O)CCC2CCCN(C(=O)c3cccc4c(C)c(C)[nH]c34)C2)c1 (configuration not stated) | ? | -20% | -27 | -11% | 10% | 2%
C(=N\Nc1nc(-c2ccccn2)nc2ccccc12)/c1ccccc1 | 18% | ? | . | 9% | 6% | .
CCn1c(=O)c(=O)[nH]c2cc(C(=O)NC(C)c3ccc(S(N)(=O)=O)cc3)ccc21 (configuration not stated) | 2% | 17% | -27 | 3% | ? | 0%
CC1CC(C)CN(C(=O)C2CCN(S(=O)(=O)c3c(Cl)cccc3Cl)CC2)C1 (configuration not stated) | -1% | -6% | -14 | . | 0% | 17%
C=CCSc1[nH]c(=O)cc(C)c1C(N)=O | -17% | -6% | 12 | -14% | ? | -6%
CNCC(O)C(O)C(O)C(O)CO (configuration not stated) | -9% | ? | 25 | 3% | 8% | 17%
Cn1c(O)c(/C=C2\C=NN=C2c2ccccc2)sc1=S | -7% | ? | -8 | 6% | -4% | -13%
CC(C)(C)OC(=O)N1CCN(C(=O)[C@H](Cc2ccc(O)cc2)n2cc(CCO)nn2)CC1 | -1% | 13% | 2 | 7% | 6% | 7%
CC(C)(C)OC(=O)N1CCC(c2c(C(=O)NCc3cccc(Cl)c3)cnn2-c2ccc(F)cc2)CC1 | -5% | . | -3 | . | 13% | .
Cc1cc(C)c(OCC(=O)Nc2ccccn2)c([N+](=O)[O-])c1 | -14% | 6% | 6 | 1% | -6% | 2%[2.32 µM]
Cc1ccc(N=Nc2c(C)[nH]n(-c3ccccc3)c2=O)c(C)c1 | 11% | -13% | -10 | -1% | -7% | ?
CCc1ccccc1NC(=O)CCC(=O)N1CCSc2ccccc21 | 2% | -12% | 24 | 4% | -14% | 2%
CC(C)N(C(=O)COC(=O)c1cc(Cl)cc(Cl)c1N)C(C)C | -17% | -24% | -15 | -1% | 1% | 23%
Cc1cc(Cl)c(OCCOCCN2CCC(C)CC2)c(Br)c1 | -1% | ? | ? | -14% | 4% | 2%
COc1cc2ccccc2cc1C(=O)N1CCCCC1 | -2% | -2% | -29 | . | ? | -7%
O=C(Nc1cc(-c2nc3ncccc3o2)ccc1Cl)c1ccc([N+](=O)[O-])o1 | -13% | -14% | -19 | 8% | 0% | -8%
COc1ccccc1N/N=C1\COC(C)(C)CC1=O | -6% | -13% | 0 | 0% | 3% | ?
Cc1cc(C)n2nc(C(=O)NCc3ccco3)nc2n1 | . | 1% | 42 | . | . | 6%
COc1ccc(-n2nc(C(=O)NCCCN3CCCC3=O)c3c4ccccc4n(C)c3c2=O)cc1Cl | 1% | ? | . | . | 3% | 3%
CCCn1c(SCC(=O)Nc2ccccc2-c2ccccc2)nnc1-c1ccoc1C | -9% | ? | -36 | -1% | ? | -15%
O=C(NCCN1CCOCC1)c1ccc(CS(=O)c2ccccc2Cl)o1 (configuration not stated) | 10% | 10% | -26 | . | -5% | 9%
CCOC(=O)c1oc2ccc3c(c2c1C)C(=O)CC1(CCN(C(=O)OCC)CC1)O3 | -6% | 11% | -15 | -5% | ? | 1%
COc1ccc(OC)c(C2C(C(=O)Nc3ccccc3OC)=C(C)Nc3nc(CCCO)nn32)c1 (configuration not stated) | 0% | 19% | 38 | -11% | -14% | 19%
COc1ccccc1CNC(=O)Cn1c(-c2ccc(F)cc2)cc(C(C)=O)c1C | 15% | . | ? | . | 4% | .
C=CCOc1ccc(/C=C/C(=O)OCC(=O)N2CCN(S(=O)(=O)c3ccc(C)cc3C)CC2)cc1 | . | -23% | 0 | . | . | -9%
